L3MBTL1 block = qHTS Assay for the Inhibitors of L3MBTL1. AlphaScreen L3MBTL1–H3K9me1 peptide binding. Potency, µM (top dose mostly 57.1 µM), for inactives: at the top dose activity, negative = inhibition, hits mostly inhibitors. hit rate 0.66% among 230,000. AID 485360, 2010; note: nearly all actives have a fitted effect of over 60% in size
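Read-out is AlphaScreen signal from streptavidin donor and nickel chelate acceptor beads (10 ug/mL final each) bridging L3MBTL1 (50 nM) and biotinylated K9-monomethylated H3(1-15) peptide (75 nM), after 30 min compound exposure at room temperature.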
RECQ1 helicase = qHTS Assay for Inhibitors of RecQ-Like Dna Helicase 1 (RECQ1); ATP-dependent DNA helicase Q1 (Homo sapiens), P46063; RECQ1 DNA unwinding, red fluorescence kinetic read; Potency, µM (top dose mostly 57.3 µM), for the others: at the highest dose activity, negative = inhibition, hits mostly inhibitors; hit rate 0.54% among 240,000; AID 2549, 2010;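 note: plate controls were vehicle for no effect and no enzyme for full effect; nearly all actives have a fitted effect of over 30% in size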
Target sequence (P46063 whole entry, looked up): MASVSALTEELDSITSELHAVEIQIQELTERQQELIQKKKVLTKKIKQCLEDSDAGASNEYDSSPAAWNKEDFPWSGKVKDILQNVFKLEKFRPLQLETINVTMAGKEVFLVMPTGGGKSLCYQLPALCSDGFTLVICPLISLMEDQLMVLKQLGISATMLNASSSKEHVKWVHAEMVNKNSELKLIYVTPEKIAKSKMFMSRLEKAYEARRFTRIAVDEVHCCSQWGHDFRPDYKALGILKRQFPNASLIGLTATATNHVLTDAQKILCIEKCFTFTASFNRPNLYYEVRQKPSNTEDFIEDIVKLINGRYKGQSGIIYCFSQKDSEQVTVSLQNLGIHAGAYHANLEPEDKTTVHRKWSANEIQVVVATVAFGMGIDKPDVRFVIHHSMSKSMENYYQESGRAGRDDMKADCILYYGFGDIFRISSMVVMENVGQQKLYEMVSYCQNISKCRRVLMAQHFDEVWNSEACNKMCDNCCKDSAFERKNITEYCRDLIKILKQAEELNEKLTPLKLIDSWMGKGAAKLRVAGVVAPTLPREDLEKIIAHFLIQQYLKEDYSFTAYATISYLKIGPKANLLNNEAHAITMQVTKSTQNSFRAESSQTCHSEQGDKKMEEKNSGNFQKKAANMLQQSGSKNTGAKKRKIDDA
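RECQ1T1 50 nM; forked duplex (20 bp + 30-nt ss tails) 200 nM, ATP 2 mM final; pH 8.0, 2 mM MgCl2, 2.5 ug/ml poly(dI-dC); 15 min compound preincubation; discontinuous kinetic read over 2 h at RT.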
TR SRC2 fluor cs = Total Fluorescence Counterscreen for Inhibitors of the Interaction of Thyroid Hormone Receptor and Steroid Receptor Coregulator 2. hit rate 0.29% among 280,000. AID 1479, 2009. TRb/SRC2 Texas Red total fluorescence interference. Potency, µM (doses to about 106 µM), for inactives: at the highest dose fluorescence change, negative = quenching; active = well fitted curve in either direction with a large enough effect; inconclusive = small, poorly fitted or top-dose-only effect
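Human TRβ ligand-binding domain (0.6 uM) and Texas Red SRC2 peptide (20 nM) in Tris buffer with 1 uM T3 and 5% DMSO were incubated with pinned compound for 5 hr at ambient temperature. Total fluorescence was computed as S + 2P (555/632 nm).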
RGS12 GoLoco inh = qHTS Assay for Inhibitors of RGS12 GoLoco Motif Activity (Red Fluorophore) | Guanine nucleotide-binding protein G(i) subunit alpha-1 (Homo sapiens), P63096 | Gai1:RGS12 GoLoco peptide FP, rhodamine, 10 min | Potency, µM (series often up to 61.6 µM), for inactives: at the highest dose activity, negative = inhibition, hits mostly inhibitors | hit rate 0.44% among 230,000; active = well fitted inhibition curve with a large enough effect, not every such curve was filed as active; inactive = no such curve, though single readings can be large or run the other way; note: nearly all actives have a fitted effect of over 30% in size; many of its hits are not listed in these tables
GAA inh = qHTS Assay for Inhibitors of Human alpha-Glucosidase as a Potential Chaperone Treatment of Pompe Disease. purified human GAA, 4-MU-alpha-glucoside fluorescence. Potency, µM (top dose mostly 76.9 µM), for the others: top-dose activity change, negative = inhibition, usual class: inhibitors. hit rate 0.005% among 200,000. AID 1466, 2008;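 note: plate controls were uninhibited enzyme wells for no effect and no-enzyme background for full effect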
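Human enzyme at 4 nM with 400 uM 4-methylumbelliferyl-alpha-D-pyranoside, citrate/phosphate buffer pH 5.0, 0.005% Tween-20, 20 min at room temperature. Compounds up to 77 uM. 4-MU fluorescence (Ex 365/Em 440) read after NaOH/glycine stop; AC50 from Hill fit.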
GAA glycogen = qHTS Assay for Inhibitors and Activators of Human alpha-Glucosidase Cleavage of Glycogen; Lysosomal alpha-glucosidase (Homo sapiens), P10253; hit rate 0.38% among 300,000; recombinant GAA, glycogen substrate, Amplex Red glucose oxidase fluorescence; Potency, µM (series often up to 76.4 µM), without a hit: top-dose activity change, negative = inhibition, hits mostly inhibitors;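 note: 0% = full enzyme reaction and -100% = no-enzyme basal signal; the screen sought inhibitors and activators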
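Natural-substrate format: glycogen cleavage by 4 nM human enzyme, glucose read by Amplex Red coupling (Ex 573, Em 610 nm). Normalized to enzyme and no-enzyme controls.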
aGlu spleen mod = qHTS Assay for Inhibitors and Activators of Human alpha-Glucosidase From Spleen Homogenate. hit rate 0.006% among 240,000. human spleen homogenate, 4-MU-alpha-glucoside fluorescence. Potency, µM (top dose mostly 79.9 µM), for inactives: top-dose activity change, negative = inhibition, most hits filed as inhibitors. Lysosomal alpha-glucosidase (Homo sapiens), P10253;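 note: 0% = enzyme with vehicle and -100% = no enzyme basal signal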
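Human spleen homogenate (1 ug) incubated with compounds and 1 mM 4-methylumbelliferyl-alpha-D-glucopyranoside in pH 5.0 citrate/phosphate buffer, 37 C, 40 min. Stopped at pH 10; 4-MU fluorescence (Ex 365/Em 440 nm); AC50 by Hill fit.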
TRb-SRC2 inh = qHTS for Inhibitors of the Interaction of Thyroid Hormone Receptor and Steroid Receptor Coregulator 2; Thyroid hormone receptor beta (Homo sapiens), P10828; TRbeta-SRC2 peptide binding, fluorescence polarization; receptor liganded with 1 µM T3; Potency, µM (top dose mostly 106 µM), for the others: at the highest dose activity change, negative = inhibition, hits mostly inhibitors; hit rate 0.065% among 280,000; AID 1469, 2008;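 note: plate controls were bound peptide for no effect and peptide without receptor for full effect; nearly all actives have a fitted effect of over 50% in size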
Target sequence (P10828 whole entry, looked up): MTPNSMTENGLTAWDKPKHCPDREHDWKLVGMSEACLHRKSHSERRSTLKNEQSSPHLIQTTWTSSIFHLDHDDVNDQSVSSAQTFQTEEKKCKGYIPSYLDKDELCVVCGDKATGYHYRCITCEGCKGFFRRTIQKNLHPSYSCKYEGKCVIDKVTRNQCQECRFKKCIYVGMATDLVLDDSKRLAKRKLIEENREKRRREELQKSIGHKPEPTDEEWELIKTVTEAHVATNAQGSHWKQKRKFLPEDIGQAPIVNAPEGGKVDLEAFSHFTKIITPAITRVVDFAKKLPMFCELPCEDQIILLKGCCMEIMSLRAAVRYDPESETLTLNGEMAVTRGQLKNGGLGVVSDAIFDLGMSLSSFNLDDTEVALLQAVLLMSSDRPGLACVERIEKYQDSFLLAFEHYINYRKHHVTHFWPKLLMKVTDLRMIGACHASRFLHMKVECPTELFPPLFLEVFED
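TRb LBD 0.6 uM + Texas Red SRC2 peptide 20 nM, 1 uM T3, Tris buffer w/ 5% DMSO; compound pinned, 5 h RT; FP read ex 555/em 632; normalized to unbound and bound controls.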
Numbers without * were called inactive; i = inactive; ? = inconclusive; nt = not tested or not shown; & = joins results of further samples; [ ] = remark or other dose. Unless noted, calls come from the whole dose curve; as a rule, active = well fitted curve in the direction sought with a large enough effect; inconclusive = small, poorly fitted or top-dose-only effect, or another doubt; inactive = no such curve, though single readings can be large; an effect the other way counts as inactive or inconclusive. Unless noted, % is set by controls: 0 for no effect and ±100 for the full control effect; potency is the fitted concentration of half-maximal effect. Only part of the results is shown. The share of hits here may be higher or lower than overall.

SMILES | L3MBTL1 block | RECQ1 helicase | TR SRC2 fluor cs | RGS12 GoLoco inh | GAA inh | GAA glycogen | aGlu spleen mod | TRb-SRC2 inh
COc1ccc(C2/C=C\CN(C(=O)C3CCCCC3)C(Cc3ccccc3)C(=O)N2Cc2ccc(F)cc2)cc1 (stereo not drawn) | nt | i | 1% | nt | nt | nt | -7% | -8%
Cc1ccccc1NC(=S)NCC(c1cccnc1)N1CCOCC1 (stereo not drawn) | 10% | -1% | 3% | 4% | -1% | 5% | -7% | 0%
COc1cccc(CS(=O)(=O)c2nnnn2-c2ccccc2)c1 | nt | i | 1% | 5% | nt | nt | -1% | 10%
CCCCNC(=O)CN(c1cc(C(F)(F)F)ccc1Cl)S(C)(=O)=O | -10% | -11% | -2% | -23% | -3% | 0% | 3% | -6%
C/C(=N\NC(=O)CC(C)C)c1c(C(F)(F)F)[nH]n(-c2nc3ccccc3s2)c1=O | 10% | ? | -2% | 1% | nt | 2% | 0% | 4%
N[C@H](C(=O)O)c1nn[nH]n1 | nt | i | 0% | -5% | nt | nt | 2% | -3%
COc1cc(C(=O)OCC(=O)NC(=O)C2CCCCC2)ccc1OC(F)F | 31%[activator] | -1% | -3% | 6% | 2% | 3% | -14% | -2%
Cc1c(NC(=O)NC(C)N2C(=O)C3C4C=CC(C4)C3C2=O)c(=O)n(-c2ccccc2)n1C (stereo not drawn) | 3% | -8% | -1% | 13% | 0% | -1% | -7% | -21%
O=C(Nc1ncc(Cc2ccccc2Cl)s1)C1=NCCN1 | 19% | -6% | 2% | 6% | 5% | -9% | -9% | 3%
CCOc1ccc(N=Nc2c(=O)[nH]n3c(C)cc(C)nc23)cc1 | 0% | i | -3% | 47%[activator] | -15% | 14% | -1% | 3%
O=[N+]([O-])c1ccc(CN2C=NS(=O)(=O)c3ccccc32)cc1 | -3% | i | -1% | 1% | -2% | -4% | -8% | 9%
CCN(CC)S(=O)(=O)c1cc(NC(=O)C(C)N(C)CC(=O)Nc2c(C)cccc2C)ccc1C (stereo not drawn) | -10% | -4% | -1% | -16% | -10% | 11% | -15% | -4%
CCSc1n[nH]c2nc3c(c(=O)n12)C1(CCCCC1)Cc1ccccc1-3 | 8% | -6% | -2% | -1% | nt | 5% | -3% | -2%
CCn1c(=O)c(C(=O)CN2CCc3ccccc32)c(N)n(Cc2ccccc2)c1=O | ? | -1% | 8% | -6% | 1% | ? | -8% | 1%
CCC(=O)Nc1cccc(-n2nnnc2SCC(=O)NCc2ccco2)c1 | nt | i | -1% | 5% | -2% | -3% | 0% | -4%
Cc1cc(C(=O)NC2=NCCS2)cs1 | -4% | -1% | 1% | 4% | 3% | 0% | -4% | 5%
C=CC(N)CCC(=O)O (stereo not drawn) | nt | -9%&-5%&-13% | -2%&-1%&-2% | -4%&4%&2% | nt | nt | -9%&0%&-9% | -8%&8%&-5%
COc1ccc(CN2CCn3ncc(C(=O)Nc4ccc(Cl)cc4Cl)c3C2=O)cc1 | 5% | i | 2% | 18% | 1% | 1% | -3% | -15%
CCCCn1c(O)c(C(CC)=Nc2ccc3c(c2)CCC3)c(=O)[nH]c1=O | 3% | i | -3% | 0% | -10% | 4% | 3% | -5%
CCOC(=O)c1c(-c2ccc(C)o2)csc1NC(=O)CSc1nncs1 | -8% | 1.8µM* | 20% | -14% | ? | 4% | 9% | -15%
O=C(O)CC1(CC(=O)Nc2cc3ccccc3cn2)CCCCC1 | -4% | -10% | 1% | 36%[activator] | 0% | 2% | -3% | 3%
Cc1nc(NCc2ccccc2)c2nc(-c3ccccc3)n(C3CCN(Cc4ccccc4)C3)c2n1 (stereo not drawn) | nt | -6% | -7% | -9% | nt | nt | -3% | -3%
O=C(NC1CCCCCC1)c1cc(S(=O)(=O)N2CCCCC2)ccc1N1CCOCC1 | 7% | -20% | -2% | 2% | -5% | -5% | -5% | 6%
CCN(CC)S(=O)(=O)c1cccc(-c2n[nH]c(=S)n2/N=C/c2ccc(Br)cc2)c1 | 1% | ? | 0% | 2% | 4% | -1% | -5% | 2%
CC1CCOC2(O1)C(=O)Nc1ccccc12 (stereo not drawn) | nt | -10% | 1% | 3% | 1% | 7% | 2% | -3%

Later entries.
SMILES | L3MBTL1 block | RECQ1 helicase | TR SRC2 fluor cs | RGS12 GoLoco inh | GAA inh | GAA glycogen | aGlu spleen mod | TRb-SRC2 inh
COc1ccc(N=C2SC(CC(=O)Nc3ccccc3)C(=O)N2CC2CCCO2)cc1 (stereo not drawn) | 1% | -11% | -4% | 3% | -8% | -9% | -4% | -3%
N#C/C(=C\c1cn(CCOc2ccccc2)c2ccccc12)C(=O)NCc1ccco1 | -9% | -1% | 1% | 18% | ? | 8% | 1% | -1%
O=C(O)C1CCCCC1C(=O)NCCc1ccncc1 (stereo not drawn) | nt | -6% | 3% | 8% | -2% | 2% | 2% | -5%
O=[N+]([O-])c1nn(-c2ccccc2)[n+]([O-])c1N1CCN(c2ccccc2F)CC1 | nt | -3% | 0% | -1% | -3% | -3% | 0% | -2%
Cc1nc2sc(C(c3ccco3)N3CCOCC3)c(O)n2n1 (stereo not drawn) | 0% | i | 5% | -1% | 4% | 4% | -13% | -21%
COC(=O)C(O)(CC(=O)Nc1cc(OC)c(OC)c(OC)c1)C(F)(F)F (stereo not drawn) | -2% | 0% | 2% | -7% | -4% | -10% | -2% | -21%
Cc1cc(C)c(-n2nnnc2SC(C)C)c(C)c1 | 19% | -8% | 0% | 6% | 5% | 5% | 1% | 3%
CCc1nnc(NC(=O)c2ccc(-c3ccc(Cl)cc3)o2)s1 | nt | -4% | -7% | 16% | -4% | 3% | -3% | 0%
CC(=O)c1cccc(NC(=O)/C=C/c2ccc([N+](=O)[O-])s2)c1 | nt | -11% | -4% | 3% | -3% | 4% | 1% | -3%
Cc1ccccc1CSCCNC(=O)c1ccc(N(C)S(=O)(=O)c2ccccc2)cc1 | 0% | i | 1% | 0% | -8% | -9% | 1% | -2%
Cc1cc(OCC(=O)N(C)c2ccccc2)cc2c1C(=O)CC(C)(C)O2 | 3% | 0% | -1% | 0% | 4% | 4% | -5% | -2%
CCn1c(CNC(=O)c2ccccc2F)nnc1SCCOc1ccccc1 | -1% | -8% | -3% | 5% | 3% | -1% | -1% | -3%
Cc1cc2ncn(C(=O)N3CCC(C)CC3)c2cc1C | -3% | -1% | -5% | 2% | -3% | 5% | 4% | 0%
Cc1cccc(N2CCN(C(=O)C3CCN(S(=O)(=O)N4CCOCC4)CC3)CC2)c1C | nt | i | -3% | 5% | -9% | 11% | 5% | -6%
O=C(Cc1ccccc1F)NCC1(N2CCOCC2)CCCCC1 | -2% | 13% | -2% | -1% | -7% | 3% | 3% | 0%
CC1=CC(C)(C)N2C(=O)C3(NCCc4c3[nH]c3ccccc43)c3cc(C)cc1c32 (stereo not drawn) | nt | 1% | -1% | 6% | -9%[15.4 µM] | -11% | -2% | 5%
N#Cc1cc(Sc2ccccn2)c(Sc2ccccn2)cc1C#N | 13% | -1% | 1% | 11% | ? | 3% | -1% | -7%
Cn1cc(C(=O)N/N=C/C(Br)=C/c2ccccc2)ccc1=O | 0% | -3% | 1% | -1% | -3% | -1% | 1% | 5%
Cc1ccccc1NC1=NC(=S)N(c2ccccc2)C12CCOC(C)(C)C2 (stereo not drawn) | -3% | -8% | -2% | 0% | 4% | 0% | -9% | -6%

Three of the compounds above, as labelled records.
mol: Cc1cccc(N2CCN(C(=O)C3CCN(S(=O)(=O)N4CCOCC4)CC3)CC2)c1C
  L3MBTL1 block: nt; RECQ1 helicase: i; TR SRC2 fluor cs: -3%; RGS12 GoLoco inh: 5%; GAA inh: -9%; GAA glycogen: 11%; aGlu spleen mod: 5%; TRb-SRC2 inh: -6%
mol: O=C(Cc1ccccc1F)NCC1(N2CCOCC2)CCCCC1
  L3MBTL1 block: -2%; RECQ1 helicase: 13%; TR SRC2 fluor cs: -2%; RGS12 GoLoco inh: -1%; GAA inh: -7%; GAA glycogen: 3%; aGlu spleen mod: 3%; TRb-SRC2 inh: 0%
mol: CC1=CC(C)(C)N2C(=O)C3(NCCc4c3[nH]c3ccccc43)c3cc(C)cc1c32 (stereo not drawn)
  L3MBTL1 block: nt; RECQ1 helicase: 1%; TR SRC2 fluor cs: -1%; RGS12 GoLoco inh: 6%; GAA inh: -9%[15.4 µM]; GAA glycogen: -11%; aGlu spleen mod: -2%; TRb-SRC2 inh: 5%

Sorted by number of heavy atoms (rising): 5 of the compounds above.
SMILES | L3MBTL1 block | RECQ1 helicase | TR SRC2 fluor cs | RGS12 GoLoco inh | GAA inh | GAA glycogen | aGlu spleen mod | TRb-SRC2 inh
CC1CCOC2(O1)C(=O)Nc1ccccc12 (stereo not drawn) | nt | -10% | 1% | 3% | 1% | 7% | 2% | -3%
O=C(O)C1CCCCC1C(=O)NCCc1ccncc1 (stereo not drawn) | nt | -6% | 3% | 8% | -2% | 2% | 2% | -5%
O=[N+]([O-])c1nn(-c2ccccc2)[n+]([O-])c1N1CCN(c2ccccc2F)CC1 | nt | -3% | 0% | -1% | -3% | -3% | 0% | -2%
CCn1c(=O)c(C(=O)CN2CCc3ccccc32)c(N)n(Cc2ccccc2)c1=O | ? | -1% | 8% | -6% | 1% | ? | -8% | 1%
Cc1ccccc1CSCCNC(=O)c1ccc(N(C)S(=O)(=O)c2ccccc2)cc1 | 0% | i | 1% | 0% | -8% | -9% | 1% | -2%

Compound activity deposited in PubChem BioAssay by National Center for Advancing Translational Sciences (NCATS).
